# Bioassay records deposited in PubChem by several laboratories.
# UHRF1 MBD2 ctr = UHRF1 methyl-DNA binding inhibition | AID 687016 | Q96T88 | actives 0.75% (n = 370,000) | UHRF1 binding to methylated oligo, TR-FRET | inhibition, % at 4.4 µM; in the data active = inhibition above about 21%;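 also: UHRF1 SRA domain binding a hemimethylated CpG hairpin DNA probe; 0% = median of test compound wells and 100% = reference inhibitor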
# ARFGAP1 inh = rat ARFGAP1 inhibition | AID 651572 | inhibition, % at 16.5 µM | Q62848 | Arfgap1-stimulated ARF1 GTP hydrolysis, GDP FP detection | actives 0.26% (n = 360,000);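 active = inhibition above a per-plate limit, mean inhibition of low control wells plus 3 SD, cut at about 25% in these data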;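 also: 0% = DMSO wells with enzyme and 100% = wells lacking Arfgap1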
# Target sequence (Q62848 1-136 limits assumed): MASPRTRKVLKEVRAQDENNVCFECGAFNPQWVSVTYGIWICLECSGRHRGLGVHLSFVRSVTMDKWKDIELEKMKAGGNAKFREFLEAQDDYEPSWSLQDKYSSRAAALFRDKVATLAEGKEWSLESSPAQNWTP
#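 material = rat Arfgap1 catalytic domain, aa 1-136 | also added = human ARF1(Δ1-17)-GTP substrate | compound dosing = one concentration, 16.5 µM, DMSO 1.26% | times = GTP hydrolysis reaction 2 h at 25 °C | measured by = FP, GDP Alexa 633 tracer displaced from anti-GDP antibody, 620/688 nm | evaluation = percent inhibition of Arfgap1-stimulated GTP hydrolysis | replication = single well per compound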
# Rev-erbA mod = modulates human Rev-erb alpha binding to DNA. Rev-erbα–FITC-DNA binding, fluorescence polarization, 90 min. activity, % at 10 µM. actives 0.79% (n = 370,000);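 active = activity above about 14%, limit read from the data; passing the limit was not always enough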;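 also: 0% = DMSO wells with 35 nM protein and 100% = DMSO wells with 750 nM protein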
# DDE Tn6 FP inh = disrupts Tn6 cyclic peptide binding to fibrin D-Dimer-E complex; Fibrin DD(E) TRITC-Tn6 fluorescence polarization displacement; inhibition, % at 8.3 µM; actives 0.21% (n = 370,000);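 active = inhibition above a per-campaign cutoff: mean of compounds within control limits plus 3 SD, cut at about 15% in these data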;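 also: 0% = median of all compound wells on the plate and 100% = blocking peptide control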
# Target sequence (P02675 whole entry, looked up): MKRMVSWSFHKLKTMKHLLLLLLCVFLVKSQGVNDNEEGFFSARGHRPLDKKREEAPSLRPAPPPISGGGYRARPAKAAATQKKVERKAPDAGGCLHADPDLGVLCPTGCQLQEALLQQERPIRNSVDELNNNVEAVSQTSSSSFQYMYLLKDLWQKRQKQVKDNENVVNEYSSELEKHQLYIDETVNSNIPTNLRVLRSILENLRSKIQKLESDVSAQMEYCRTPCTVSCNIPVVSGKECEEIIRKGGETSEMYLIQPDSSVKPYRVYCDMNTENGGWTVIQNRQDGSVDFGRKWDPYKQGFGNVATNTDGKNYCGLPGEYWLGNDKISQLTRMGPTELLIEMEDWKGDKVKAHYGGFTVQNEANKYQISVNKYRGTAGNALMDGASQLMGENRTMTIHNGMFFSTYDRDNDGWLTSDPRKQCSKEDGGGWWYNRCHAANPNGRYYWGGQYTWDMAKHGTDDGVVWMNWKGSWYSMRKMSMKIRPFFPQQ
# ASAP1 inh = inhibitors of human ASAP1 ArfGAP activity | Q9ULH1 | ASAP1-stimulated ARF1 GTP hydrolysis, GDP FP detection | inhibition, % at 16.5 µM | actives 0.19% (n = 360,000); in the data active = inhibition above about 25%;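 also: 0% = vehicle with enzyme and substrate and 100% = no enzyme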
# PLC-beta3 inh = PLC-beta3 (human) inhibition, primary screen; Q01970; Purified PLC-beta3, fluorogenic substrate, fluorescence; inhibition, % at 12.2 µM; actives 0.18% (n = 370,000); in the data active = inhibition above about 11%;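 also: 0% = median of compound wells on plate and 100% = full blocker control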
# sPLA2-III inh = Blocks human group III sPLA2 activity; QFRET BODIPY PC-A2 liposome hydrolysis, fluorescence; inhibition, % at 12.2 µM; Q9NZ20; actives 0.56% (n = 370,000);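 active = inhibition above mean plus 3 SD of compounds lying within the high and low control bounds, cut at about 19% in these data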;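 also: 0% = median of test compound wells and 100% = no enzyme DMSO wells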
# Tn7 DDE FP = disrupts Tn7 cyclic peptide binding to fibrin D-Dimer-E complex; inhibition, % at 8.3 µM; actives 0.13% (n = 370,000); FP displacement of FITC-Tn7 peptide from fibrin DD(E); 0% = median of compound wells per plate; P02675;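 active = inhibition above the mean of compounds falling within the control limits plus 3 SD of them, cut at about 14% in these data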;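 also: 0% = plate median of compound wells and 100% = 10 µM Aha-Tn7 peptide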
#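 Assay system: Fibrin-DD(E) protein isolated from polymerized human fibrin clots; read-out basis: percent inhibition; medium: Tris/NaCl/CaCl2 buffer, pH 7.8; signal: FP measurement; incubation: 10 min plus 3 h, room temperature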
# PLCg1 inh = PLC-gamma1 (human) inhibition, primary screen; actives 0.84% (n = 370,000); purified PLC-gamma1, fluorogenic substrate, fluorescence; AID 720700; P19174; inhibition, % at 12.2 µM; in the data active = inhibition above about 9.5%
# proKLK7 act = activators of human kallikrein-7 zymogen; P49862; purified proKLK7, EDANS-DABCYL substrate fluorescence; 100% is mature enzyme control, 0% vehicle; activation, % at 7 µM; actives 0.9% (n = 370,000);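 active = activation above the mean of all tested compounds plus 3 SD, computed per campaign excluding outliers beyond control limits, cut at about 13% in these data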
# The depositor's hits bear a star.
SMILES,UHRF1 MBD2 ctr,ARFGAP1 inh,Rev-erbA mod,DDE Tn6 FP inh,ASAP1 inh,PLC-beta3 inh,sPLA2-III inh,Tn7 DDE FP,PLCg1 inh,proKLK7 act
CCOC(=O)C(C)Sc1nc2c(c(=O)[nH]c(=O)n2C)n1CCc1ccccc1 (centres undefined),0.9,-1.3,-0.3,8.4,-5.2,0.6,0.6,4.5,-1.2,-0.4
CC(Oc1ccc(Br)cc1)C(=O)NCc1ccccn1 (centres undefined),3.0,-4.3,-1.8,6.7,7.1,1.7,-0.2,2.0,1.9,0.2
NS(=O)(=O)c1ccc(CCNC(=O)CCCCCn2c(=S)[nH]c3ccc(Br)cc3c2=O)cc1,-0.2,5.6,41.0*,6.3,20.0,-9.7,-0.6,-2.1,-3.5,0.2
O=C(CSc1nc2[nH]ncc2c(=O)[nH]1)Nc1cccc(Cl)c1,7.3,-4.8,-0.5,-3.1,1.8,2.2,2.7,3.0,-5.2,0.1
Cc1cc(-c2cccnc2)c(C#N)c(SCc2cccc(F)c2)n1,-4.3,2.1,8.7,3.8,14.0,-1.6,1.2,1.1,0.5,0.1
Cc1ccc(NC(=O)CCN2C(=O)C3CCCCC3C2=O)c(O)c1 (centres undefined),-3.0,-1.1,0.3,-5.1,-1.2,-6.9,-3.1,-1.3,-1.2,-0.1
CC(C)N1C(=O)N(c2ccc(Cl)cc2)C(C)(O)CC1(C)C (centres undefined),-2.0,-9.6,0.4,7.5,-21.2,-4.8,0.2,3.9,-0.8,-0.5
CN(C)C(CNC(=O)c1ccc(-c2ccccc2)cc1)c1ccccc1 (centres undefined),-1.9,8.2,-0.3,-8.5,-0.4,-4.5,-14.7,-3.5,-0.9,0.7
Cc1cc(Nc2ccc3c(c2)OCCO3)n2nc(C)nc2n1,0.9,-3.5,3.7,-1.7,7.6,0.7,1.1,-1.0,3.7,-0.5
Cc1ccc(C)c(N2CCN(S(=O)(=O)c3ccc4[nH]c(=O)ccc4c3)CC2)c1,0.4,-6.5,0.6,-2.8,0.1,-14.2,-3.8,-0.3,-5.5,-0.8
CCN1C=C(C(C)=O)C(=O)CC1,1.5,-1.3,8.3,-3.4,15.9,-0.5,-3.1,-2.5,0.3,0.0
O=C(N/C(=C\c1ccccc1Cl)C(=O)N1CCOCC1)c1ccc([N+](=O)[O-])cc1,1.3,-9.9,2.5,1.9,5.8,2.3,0.3,1.4,3.2,0.4
COc1ccc(N(C(=O)c2ccco2)C(C(=O)NC2CCCC2)c2ccncc2)cc1 (centres undefined),1.8,1.8,-4.7,-6.4,-6.6,-0.2,2.4,-1.0,5.7,-0.5
c1ccc2c(CSc3nnc(-c4ccncc4)o3)cccc2c1,0.0,3.0,-3.6,4.7,-1.6,-2.4,-24.8,3.4,5.1,-0.2
CCOC(=O)C(C)(C)n1nnc(-c2ccc([N+](=O)[O-])cc2)n1,-1.1,-1.8,-5.2,7.4,4.5,3.0,-2.5,0.2,2.9,0.6
COc1ccccc1[C@]1(C)ON(c2ccccc2C(F)(F)F)C1=O,-2.3,3.6,-6.4,-1.8,0.3,-3.7,-4.8,3.3,-1.6,-0.2
O=C(/C=C/c1ccc(S(=O)(=O)N2CCOCC2)cc1)NC(=S)Nc1ccc(N2CCOCC2)cc1,1.6,-7.0,3.2,-3.2,-22.6,3.9,-3.1,-3.4,2.3,0.4
CC1CCCN(c2ccc(C(=O)Nc3nnc(C4CC4)s3)cc2[N+](=O)[O-])C1 (centres undefined),-6.8,6.8,3.3,-1.6,-8.9,4.7,-6.5,1.5,2.2,0.5
Nc1cc(=O)[nH]n1C1CCCC1,-4.7,2.6,-0.3,-2.4,-7.8,0.8,1.9,7.3,-0.1,0.3
COc1ccccc1CNC(=O)CNC(=O)c1sc2ccccc2c1Cl,-1.4,1.1,-0.5,-0.1,8.8,-9.1,0.9,1.0,-3.7,-0.5
O=C(c1ccc(N2CCNCC2)cc1)c1cccnc1,-3.0,-9.7,-1.2,-4.9,-9.9,-3.4,-6.0,1.8,-2.7,0.2
O=C(NCc1ccccn1)c1ccc(OC2CCN(Cc3cccs3)CC2)cc1,-0.2,18.4,-4.0,11.2,0.4,-7.9,-7.8,0.7,3.3,0.2
O=C(CSc1nc2cc(Cl)ccc2s1)NCC1CCCO1 (centres undefined),-2.0,10.2,5.9,4.9,-8.4,-1.1,11.4,10.2,5.8,-0.1
Cc1cc(C(=O)Nc2c(F)cc(F)cc2Br)n(-c2ccccc2)n1,2.5,7.0,-3.7,-4.8,15.5,-6.1,-0.2,-5.6,2.0,-0.7
CCc1ccc(-c2c(C)sc(NC(=O)C3CCC3)c2C#N)cc1,-2.2,-1.7,3.5,-0.1,-14.3,1.0,-2.6,-5.8,-1.3,-0.3

# A few values from the list.
# For sPLA2-III inh, O=C(NCc1ccccn1)c1ccc(OC2CCN(Cc3cccs3)CC2)cc1 is listed with -7.8
# For PLC-beta3 inh, COc1ccccc1CNC(=O)CNC(=O)c1sc2ccccc2c1Cl is listed with -9.1

# A run of entries taken from the entries so far:
SMILES,UHRF1 MBD2 ctr,ARFGAP1 inh,Rev-erbA mod,DDE Tn6 FP inh,ASAP1 inh,PLC-beta3 inh,sPLA2-III inh,Tn7 DDE FP,PLCg1 inh,proKLK7 act
Cc1cc(-c2cccnc2)c(C#N)c(SCc2cccc(F)c2)n1,-4.3,2.1,8.7,3.8,14.0,-1.6,1.2,1.1,0.5,0.1
Cc1ccc(NC(=O)CCN2C(=O)C3CCCCC3C2=O)c(O)c1 (centres undefined),-3.0,-1.1,0.3,-5.1,-1.2,-6.9,-3.1,-1.3,-1.2,-0.1
CC(C)N1C(=O)N(c2ccc(Cl)cc2)C(C)(O)CC1(C)C (centres undefined),-2.0,-9.6,0.4,7.5,-21.2,-4.8,0.2,3.9,-0.8,-0.5
CN(C)C(CNC(=O)c1ccc(-c2ccccc2)cc1)c1ccccc1 (centres undefined),-1.9,8.2,-0.3,-8.5,-0.4,-4.5,-14.7,-3.5,-0.9,0.7
Cc1cc(Nc2ccc3c(c2)OCCO3)n2nc(C)nc2n1,0.9,-3.5,3.7,-1.7,7.6,0.7,1.1,-1.0,3.7,-0.5
Cc1ccc(C)c(N2CCN(S(=O)(=O)c3ccc4[nH]c(=O)ccc4c3)CC2)c1,0.4,-6.5,0.6,-2.8,0.1,-14.2,-3.8,-0.3,-5.5,-0.8
CCN1C=C(C(C)=O)C(=O)CC1,1.5,-1.3,8.3,-3.4,15.9,-0.5,-3.1,-2.5,0.3,0.0
O=C(N/C(=C\c1ccccc1Cl)C(=O)N1CCOCC1)c1ccc([N+](=O)[O-])cc1,1.3,-9.9,2.5,1.9,5.8,2.3,0.3,1.4,3.2,0.4
COc1ccc(N(C(=O)c2ccco2)C(C(=O)NC2CCCC2)c2ccncc2)cc1 (centres undefined),1.8,1.8,-4.7,-6.4,-6.6,-0.2,2.4,-1.0,5.7,-0.5
c1ccc2c(CSc3nnc(-c4ccncc4)o3)cccc2c1,0.0,3.0,-3.6,4.7,-1.6,-2.4,-24.8,3.4,5.1,-0.2
